Screening results: PubChem BioAssay, Sanford-Burnham Center for Chemical Genomics
SENP1 FRET inh: inhibitors of human SENP1 SUMO protease catalytic domain; recombinant SENP1 catalytic domain, CyPet-SUMO1-YPet FRET cleavage; inhibition, % at 10 µM; 360,000 tested, 0.21% active;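 active = inhibition at least 30% at 10 µM, raw YFP signal under a set limit, fluorescence ratio 0.5 to 1.5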;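 note: 0% = enzyme with DMSO and 100% = no enzyme wells; some results filed as inactive read as strong as hits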
Target sequence (Q9P0U3 419-644 limits assumed): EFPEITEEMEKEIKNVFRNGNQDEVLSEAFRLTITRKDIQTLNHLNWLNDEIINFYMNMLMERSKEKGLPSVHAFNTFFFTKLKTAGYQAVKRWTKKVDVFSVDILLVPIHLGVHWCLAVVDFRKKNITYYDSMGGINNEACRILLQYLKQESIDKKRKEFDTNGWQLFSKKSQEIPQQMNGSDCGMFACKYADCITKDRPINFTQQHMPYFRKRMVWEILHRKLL
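System: Recombinant human SENP1 catalytic domain, His6-tagged | Incubation: Enzyme reaction for 50 min at room temperature, dark | Medium: Tris pH 8 with BME, BSA, NP40 and catalase | Also added: 25 nM SUMO1 FRET substrate | Compound: 10 µM single point, 0.5% DMSO | Measured by: FRET fluorescence in CFP and YFP emission channels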
APOBEC3G inh: APOBEC3G (human) deaminase inhibition; inhibition, % at 20 µM; recombinant A3G, ssDNA deamination FAM/TAMRA fluorescence; 330,000 tested, 0.28% active;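 active = inhibition of at least 40% at 20 µM, with no more than 30% in the related APOBEC3A deaminase screen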;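 note: plate controls were DMSO wells with A3G for no effect and wells lacking A3G enzyme for full effect; some compounds called inactive have numbers as strong as hits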
mIAP block: blocks mouse intestinal alkaline phosphatase | purified mouse IAP, CDP-Star luminescence, 30 min | inhibition, % at 10 µM | 330,000 tested, 0.2% active | AID 2806;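 active = inhibition of at least 40% at 10 µM in the primary screen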;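 note: plate controls were DMSO with enzyme for no effect and no enzyme wells for full effect; values of inactives mirror those of a sister screen read the other way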
beta cell repl: MIN6 beta-cell proliferation induction; proliferation, % at 10 µM; 330,000 tested, 0.29% active; MIN6 cells proliferation, ATPlite luminescence, 48 h; cells starved in 0.2% serum; 100% = growth in 10% serum;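 active = compounds whose signal lies at least 3.5 SD above the mean of all wells on their plate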;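 note: 0% = DMSO-treated cells in low-serum medium and 100% = 10% serum control; some compounds called inactive have numbers as strong as hits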
hIAP act: increases human intestinal alkaline phosphatase activity. purified human IAP, CDP-Star luminescence, 30 min; stronger effect = higher value; 1 = vehicle-only enzyme, 0 = enzyme-free background. activation factor at 10 µM. 330,000 tested, 0.16% active. AID 2524;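 active = activation factor of the enzyme at least 2-fold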; note: the source names both 10 and 20 µM as test concentration; values of inactives mirror those of a sister screen read the other way
Target sequence (P09923 whole entry, looked up): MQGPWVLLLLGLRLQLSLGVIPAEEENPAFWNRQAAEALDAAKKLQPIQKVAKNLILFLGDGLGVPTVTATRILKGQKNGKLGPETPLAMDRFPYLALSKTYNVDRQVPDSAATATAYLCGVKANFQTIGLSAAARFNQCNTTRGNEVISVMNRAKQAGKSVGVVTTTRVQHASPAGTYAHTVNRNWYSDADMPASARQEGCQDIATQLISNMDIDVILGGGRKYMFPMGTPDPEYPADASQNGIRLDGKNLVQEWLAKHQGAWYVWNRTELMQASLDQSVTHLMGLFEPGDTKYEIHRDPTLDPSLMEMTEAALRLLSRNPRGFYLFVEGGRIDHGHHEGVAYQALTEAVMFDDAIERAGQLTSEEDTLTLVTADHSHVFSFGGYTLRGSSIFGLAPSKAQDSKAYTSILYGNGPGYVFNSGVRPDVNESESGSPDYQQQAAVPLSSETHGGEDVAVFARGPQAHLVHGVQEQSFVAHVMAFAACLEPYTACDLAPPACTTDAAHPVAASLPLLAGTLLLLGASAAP
APOBEC3A inh: blocks human APOBEC3A ssDNA deamination. recombinant A3A, FAM/TAMRA ssDNA deamination fluorescence. inhibition, % at 20 µM. 330,000 tested, 0.41% active;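 active = at least 40% inhibition at 20 µM here, with at most 30% in a related deaminase screen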;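 note: plate controls were A3A with DMSO for no effect and wells lacking A3A enzyme for full effect; some results filed as inactive read as strong as hits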
Target sequence (P31941 whole entry, looked up): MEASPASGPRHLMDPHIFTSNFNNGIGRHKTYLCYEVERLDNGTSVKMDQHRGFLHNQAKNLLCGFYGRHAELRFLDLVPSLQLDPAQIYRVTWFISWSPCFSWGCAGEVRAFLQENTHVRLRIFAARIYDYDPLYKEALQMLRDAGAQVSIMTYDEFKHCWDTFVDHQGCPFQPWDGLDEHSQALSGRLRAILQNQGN
mIAP activ: increases mouse intestinal alkaline phosphatase activity. 330,000 tested, 0.24% active. muIAP, CDP-Star luminescence, 30 min; stronger effect = higher value; 1 = vehicle-only enzyme signal, 0 = enzyme-free wells. activation factor at 10 µM;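 active = activation factor of at least 2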; note: the source names both 10 and 20 µM as test concentration; values of inactives mirror those of a sister screen read the other way
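Assay system: mouse IAP enzyme / Compound: DMSO-dissolved test compounds / Timing: 30 min, room temperature / Measured by: luminescence from enzymatic CDP-Star hydrolysis / Control set: DMSO-only wells, enzyme-free buffer wells as negative control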
hIAP block: human IAP inhibition. P09923. purified IAP, CDP-Star luminescence, 30 min. inhibition, % at 10 µM. 330,000 tested, 0.12% active;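 active = inhibition reaching a set limit with compound at 10 µM in the primary screen, cut at about 35% in these data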;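 note: plate controls were DMSO wells with enzyme for no effect and no-enzyme buffer wells for full effect; values of inactives mirror those of a sister screen read the other way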
NALP3 yeast inh: inhibitors of NALP3 inflammasome in yeast | Yeast reconstituted NLRP3/ASC/caspase-1, beta-gal luminescence, 24 h | inhibition, % at 10 µM | 330,000 tested, 0.39% active | AID 2825;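 active = inhibition of 50% or more; inactive = inhibition below 50%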;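 note: plate controls were induced DMSO wells for no effect and uninduced yeast grown without galactose for full effect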
An asterisk follows results filed as active; · = no result given. A portion of the library; count on the stated rates, not on these rows.

SMILES	SENP1 FRET inh	APOBEC3G inh	mIAP block	beta cell repl	hIAP act	APOBEC3A inh	mIAP activ	hIAP block	NALP3 yeast inh
O=C(COC(=O)c1ccc(Cl)nc1)NCCc1ccc(Cl)cc1	-4	4	8	-1	0.79	4	0.92	21	16
CC1=Nc2cc(C(=O)NCC3CCCO3)ccc2Sc2ccc(Br)cc21 (stereo not given)	3	-6	-6	-2	0.95	1	1.1	5	16
CCCCCCCCNc1ncnc2ccccc12	3	-4	-22	-4	0.77	1	1.2	23	82*
COc1ccc(C(=O)O)cc1NCc1ccc(C)s1	-1	-9	1	-1	1.1	-6	0.99	-11	21
CCOC(=O)N1CCN(C(=O)c2ccc(Cl)nc2)CC1	1	-5	-11	1	1	3	1.1	0	-11
Nc1cc(N)cc(-c2nc3ccccc3[nH]2)c1	-1	-3	16	-4	0.99	-4	0.84	1	14
COc1ccc(S(=O)(=O)N2CCOCC2)cc1NC(=O)CC1CC2CCC1C2 (stereo not given)	-2	-8	3	-1	1	-2	0.97	-2	22
CCCCc1ccc(NC(=O)CSc2nnc(C)c(=O)n2N)cc1	1	-1	8	-4	1	2	0.92	-1	9
O=C(O)c1cc2c(=O)c3ccccc3oc2nc1C(F)(F)F	-2	-9	-4	0	0.94	0	1	6	5
CCOc1ccc(N=C2NC(=O)/C(=C/C(=O)OC)S2)cc1	3	-3	10	0	1	-3	0.9	-1	7
Cc1ccc(S(=O)(=O)N(C)c2cc(S(=O)(=O)Nc3ccncc3)c(C)cc2C)cc1	3	-6	-4	0	0.93	-3	1	7	7
CC(C)CC(=O)Nc1nnc(SCC(=O)NCC2CCCO2)s1 (stereo not given)	3	-3	3	-2	1	5	0.97	-2	17
CC1CCCCC1n1c(-c2cccnc2)n[nH]c1=S (stereo not given)	1	3	-18	-2	1.1	-8	1.2	-10	24
CCN(CC)c1nc(N(CC)CC)[nH]c(=O)n1	-3	-1	-3	4	0.94	-1	1	6	-15
CCc1nnc(NC(=O)CSc2ccc(Cl)cc2)s1	-19	-3	2	-1	1.1	1	0.98	-6	9
COCCn1c(SCC(=O)Nc2ccccc2C(F)(F)F)nc2ccccc2c1=O	1	-6	-3	-2	1.1	-9	1	-6	-6
COc1ccc(NC(=O)CN(c2c(C)cccc2C)S(C)(=O)=O)cc1	2	-6	0	1	0.93	-4	1	7	-1
CCOC(=O)C1CCCN(C(=O)Cn2cccc2C(=O)c2ccccc2)C1 (stereo not given)	0	-7	2	-3	0.84	-5	0.98	16	-24
COC(=O)c1ccc(COC(=O)c2cc3ccccc3oc2=O)cc1	0	-6	1	-2	1.1	-3	0.99	-11	2
COc1ccccc1CNC(=O)c1cc(-c2ccccc2C)n(CC2CC(c3cccc([N+](=O)[O-])c3)=NO2)n1 (stereo not given)	2	-6	17	-5	0.91	1	0.83	9	11
COc1cc(NS(=O)(=O)c2ccc3c(c2)oc(=O)n3C)cc(OC)c1OC	0	-9	-2	0	1	-4	1	-2	4
Cc1oc2c(c1C(=O)NCc1ccccc1)CCCC2	2	3	10	0	1	1	0.91	-3	18
COc1ccc(O)c(C(=O)c2cc(C#N)c(=O)n(CC3CCCO3)c2)c1 (stereo not given)	39*	-2	1	-1	1.3	3	0.99	-30	26
CCOc1ccccc1/C=C/c1onc(C)c1S(=O)(=O)N1CCC(C(=O)NC(C)(C)C)CC1	2	-6	2	-1	1.3	-3	0.98	-30	27
O=C(O)c1nccnc1C(=O)N1CCN(c2ccccc2)CC1	1	-7	-4	0	0.95	-5	1	5	-9
COCCn1nnnc1C(c1cccc(C(F)(F)F)c1)N1CCN(Cc2ccccc2)CC1 (stereo not given)	1	-1	-7	-1	1	1	1.1	-3	5
Cc1cnn(CCC(=O)NNC(=S)Nc2ccccc2)c1	0	-3	14	1	0.83	-2	0.86	17	11
O=C(Nc1ccc(N2CCOCC2)cc1)c1ccc(Cl)cc1N1CCCC1=O	1	-2	11	6	0.98	1	0.89	2	8
CCN1CCN(c2ccc(S(=O)(=O)N3CCCCC3)cc2NC(=O)c2ccc(C)o2)CC1	2	7	2	0	1	63*	0.98	-4	7
Cc1c(C(=O)Nc2ccc(S(=O)(=O)N(C)C3CCN(C)CC3)cc2)oc2c(Cl)cccc12	1	0	6	-7	0.94	39	0.94	6	8
C=CCOc1ccc(/C=C/C(=O)OCC(=O)N(C)CC(=O)Nc2ccccc2Cl)cc1	1	-9	2	-4	1.1	0	0.98	-13	10
O=C(CSc1nc2ncccc2[nH]1)NCc1ccco1	-8	-2	6	1	0.93	-2	0.94	7	17
CCCCCCCSc1nc(N)cc(=O)[nH]1	0	2	5	-1	0.94	0	0.95	6	4
COC(=O)Nc1ccc(S(=O)(=O)N2CCCC(C(=O)N3CCN(C)CC3)C2)cc1 (stereo not given)	1	-4	0	-2	0.98	3	1	2	3
C1CN(c2nc(N3CCOCC3)nc(N3CCOCC3)n2)CCO1	·	1	-8	-4	1	5	1.1	-2	13
CC(=O)O[C@@H]1[C@@H](O)[C@@H](O)[C@H](Oc2c(-c3ccc(O)cc3)oc3c(CC=C(C)C)c(O)cc(O)c3c2=O)O[C@H]1C	·	-2	0	-6	1	0	1	-3	5

Gathered by group, the entries above with a Cl atom
SMILES	SENP1 FRET inh	APOBEC3G inh	mIAP block	beta cell repl	hIAP act	APOBEC3A inh	mIAP activ	hIAP block	NALP3 yeast inh
O=C(COC(=O)c1ccc(Cl)nc1)NCCc1ccc(Cl)cc1	-4	4	8	-1	0.79	4	0.92	21	16
CCOC(=O)N1CCN(C(=O)c2ccc(Cl)nc2)CC1	1	-5	-11	1	1	3	1.1	0	-11
CCc1nnc(NC(=O)CSc2ccc(Cl)cc2)s1	-19	-3	2	-1	1.1	1	0.98	-6	9
O=C(Nc1ccc(N2CCOCC2)cc1)c1ccc(Cl)cc1N1CCCC1=O	1	-2	11	6	0.98	1	0.89	2	8
Cc1c(C(=O)Nc2ccc(S(=O)(=O)N(C)C3CCN(C)CC3)cc2)oc2c(Cl)cccc12	1	0	6	-7	0.94	39	0.94	6	8
C=CCOc1ccc(/C=C/C(=O)OCC(=O)N(C)CC(=O)Nc2ccccc2Cl)cc1	1	-9	2	-4	1.1	0	0.98	-13	10

Later entries.
SMILES	SENP1 FRET inh	APOBEC3G inh	mIAP block	beta cell repl	hIAP act	APOBEC3A inh	mIAP activ	hIAP block	NALP3 yeast inh
COC(=O)c1ccc(COc2ccccc2/C=C(\C#N)C(=O)Nc2c(C)cc(C)cc2C)cc1	2	-2	2	0	0.97	0	0.98	3	9
O=c1[nH]c2ccccc2nc1/C=C/c1ccc(Cl)cc1	-22	-7	4	-5	0.99	-3	0.95	1	29
O=C(CCCOc1ccc(Cl)cc1Cl)NCCCO	1	-1	-5	-1	1	1	1.1	-2	19
Cc1cc(C)cc(NC(=S)N2CCN(CCO)CC2)c1	2	-9	-4	-3	1.1	-6	1	-11	27
COC(=O)c1ccccc1NC(=O)c1cc(OC)cc(OC)c1	0	-3	12	2	0.9	2	0.88	10	23
COc1cc(Br)cc(C2C3=C(CCCC3=O)N(c3ccc(F)cc3)C3=C2C(=O)CCC3)c1O	-7	5	-22	-1	0.95	3	1.2	5	10
Cc1ccccc1NC(=O)c1ccc(Nc2c([N+](=O)[O-])cc([N+](=O)[O-])c3ccccc23)cc1	8	-3	19	0	0.93	-3	0.81	7	56*
Cc1ccc(S(=O)(=O)N2CCN(C(=O)c3ccc(-n4cncn4)c([N+](=O)[O-])c3)CC2)cc1C	1	-3	4	-2	1.1	2	0.96	-8	17
CC/C(Cc1ccccc1)=N/NC(=O)CNC(=O)c1ccc(Cl)cc1Cl	0	2	-11	-3	0.99	0	1.1	1	4
COc1ccccc1NC(=O)Cc1ccc(-c2ccccc2)cc1	-5	-5	-8	0	1.1	-2	1.1	-6	-9
COc1ccc(-c2ccc3sc4ccccc4c(=O)c3c2)cn1	-107	1	-27	-4	1.1	0	1.3	-5	12
O=S(=O)(N1CCCCCC1)N1CCN(S(=O)(=O)N2CCCCC2)CC1	1	-5	-1	0	0.83	6	1	17	14

Taken from above.
Reading of COc1cc(Br)cc(C2C3=C(CCCC3=O)N(c3ccc(F)cc3)C3=C2C(=O)CCC3)c1O in mIAP activ: 1.2
Reading of O=c1[nH]c2ccccc2nc1/C=C/c1ccc(Cl)cc1 in hIAP block: 1
Reading of Cc1ccc(S(=O)(=O)N2CCN(C(=O)c3ccc(-n4cncn4)c([N+](=O)[O-])c3)CC2)cc1C in NALP3 yeast inh: 17
Reading of COc1ccc(-c2ccc3sc4ccccc4c(=O)c3c2)cn1 in NALP3 yeast inh: 12

The listing picks up, repeating the 2 entries before the break.
SMILES	SENP1 FRET inh	APOBEC3G inh	mIAP block	beta cell repl	hIAP act	APOBEC3A inh	mIAP activ	hIAP block	NALP3 yeast inh
COc1ccc(-c2ccc3sc4ccccc4c(=O)c3c2)cn1	-107	1	-27	-4	1.1	0	1.3	-5	12
O=S(=O)(N1CCCCCC1)N1CCN(S(=O)(=O)N2CCCCC2)CC1	1	-5	-1	0	0.83	6	1	17	14
CCOc1ccc(-c2nc(N)ncc2-c2ccc(OC)cc2)c(O)c1	-6	-1	2	-3	0.88	4	0.98	12	31
CCOC(=O)N1CCN(C(=O)COCc2cc(-c3ccc4c(c3)OCO4)on2)CC1	2	1	9	1	1.1	2	0.91	-11	1
CCOC(=O)C1(CCc2ccccc2)CCN(C(=O)CCn2cnnn2)CC1	0	-5	1	3	1.1	1	0.99	-8	6
COc1c(/C=N/Nc2ccc(C(=O)O)cc2)c(CCN(C)C(C)=O)cc2c1OCO2	0	-1	-4	-2	1.2	-5	1	-16	8
CCCCN(C(=O)c1cccc(-c2ccc(OC(C)=O)cc2)c1)c1c(N)n(CCC)c(=O)[nH]c1=O	-2	0	-8	1	1.1	5	1.1	-10	22
Cc1cccc(N(CC(=O)N2CCN(c3ccc(F)cc3)CC2)S(C)(=O)=O)c1C	2	-6	1	-1	0.95	-5	0.99	5	-8
CCN1/C(=C/C=C/c2oc3ccc(-c4ccccc4)cc3[n+]2CC)Oc2ccc(-c3ccccc3)cc21	-31	-13	65*	-7	1.4	1	0.35	-36	67*
NS(=O)(=O)c1ccc(CNC(=S)NC2CC2)cc1	1	-6	1	-3	1.1	-2	0.99	-8	2
O=C(O)c1ccc(Cl)c(S(=O)(=O)Nc2ccc3[nH]c(=O)[nH]c3c2)c1	-32	16	12	0	0.97	14	0.88	3	-10
Cc1nc(NCC2CCCO2)nc2c1C(=O)CC(C)(C)C2 (stereo not given)	4	-3	0	-2	1	-1	0.99	-3	1
CCn1c2ccccc2c2cc(NC(=O)Nc3ccc([N+](=O)[O-])cc3C)ccc21	·	-3	6	-6	1.1	0	0.94	-7	2
O=C(c1ccccc1)c1cccc[n+]1[O-]	2	-3	8	1	0.92	-1	0.92	8	3
Cc1ccc(SCC(=O)Nc2cccc(S(=O)(=O)N3CCOCC3)c2)cc1C	1	-7	-41	-5	0.95	-2	1.4	5	19
CCC1=NN(C(=O)Cc2ccc(OC)cc2)C(O)(C(F)(F)F)C1 (stereo not given)	2	-2	-8	-1	1.2	7	1.1	-16	14
COc1ccc(C)cc1S(=O)(=O)Nc1ccc2c(c1)OCCO2	-2	0	-10	-3	1.1	3	1.1	-6	23
